EPAC1 antagonist: EPAC1 (human) antagonism | 360,000 compounds, 0.14% hits | Potency, µM (doses to about 115 µM), for inactives: at the top dose activity change, negative = inhibition, hits mostly inhibitors | O95398 | AID 720709 | EPAC1 GEF assay, Rap1b-BODIPY-GDP exchange fluorescence;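 also: potency is read from the fitted curve at half-maximal effect; plate controls were vehicle for no effect and positive control for full effect; nearly all actives have a fitted effect of over 50% in size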
WRN inhibitor: blocks human WRN helicase | Q14191 | WRN helicase unwinding, fluorescent forked duplex, kinetic | Potency, µM (titrated, usually from 114 µM), inactives show top-dose activity change, negative = inhibition, actives largely listed as inhibitors | 360,000 compounds, 0.46% hits; also: potency is read from the fitted curve at half-maximal effect; % is scaled to controls: 0 for no effect and ±100 for the full control effect; nearly all actives have a fitted effect of over 55% in size
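Kinetic fluorescence helicase assay: unwinding of a quenched forked DNA duplex (100 nM final) with 2 mM ATP final raises red fluorescence (525/598 nm). Compounds sat 15 min at room temperature with 20 nM WRN beforehand.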
PI5P4Ka inh: PI5P4K alpha (human) kinase inhibition; max response, %; PI5P4Kalpha enzyme, ADP-Glo luminescence, 60 min; active compounds read low; 330,000 compounds, 1.2% hits; P48426; active = max response of -50% or lower; inconclusive = between -30% and -50%; inactive = -30% or higher; also: value at the top dose of about 77 µM; % is scaled to controls: 0 for no effect and ±100 for the full control effect
Target sequence (P48426 whole entry, looked up): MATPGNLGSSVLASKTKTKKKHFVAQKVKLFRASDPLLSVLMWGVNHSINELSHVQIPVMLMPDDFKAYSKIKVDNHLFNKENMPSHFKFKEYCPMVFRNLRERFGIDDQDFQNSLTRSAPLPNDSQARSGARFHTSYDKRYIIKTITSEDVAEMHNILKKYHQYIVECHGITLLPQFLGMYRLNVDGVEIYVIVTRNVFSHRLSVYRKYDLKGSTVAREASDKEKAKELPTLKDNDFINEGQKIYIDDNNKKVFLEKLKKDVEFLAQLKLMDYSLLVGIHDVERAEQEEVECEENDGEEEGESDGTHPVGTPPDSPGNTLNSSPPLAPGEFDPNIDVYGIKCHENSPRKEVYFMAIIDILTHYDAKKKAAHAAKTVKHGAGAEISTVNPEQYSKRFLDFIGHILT
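qHTS, 1536-well: enzyme/substrate mix, compound by pin tool, 5 microM ATP final; RT 60 min; ADP-Glo reagents 1 (45 min) then 2 (30 min); luminescence.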
IL2 activator: activators of IL-2; IL-2 activation reporter assay, cell-based qHTS; stimulated with anti-CD3/CD4/CD28 beads; in transgenic mouse T cells; activation, % (series mostly up to about 46 µM); 360,000 compounds, 0.065% hits; AID 652025; in the data active = activation above about 50%; inconclusive = mostly about 30% to 49%; also: 0% is about no effect
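First, unstimulated transgenic mouse T cells were exposed to compound for 60 min. Next, anti-CD3/anti-CD4-coated beads with anti-CD28 were added. Finally, after 18 h at 37 degrees C, EGFP and DsRed were imaged.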
PLK1 PBD inh: blocks phosphopeptide binding to human PLK1 polo-box domain; Plk1 PBD binding of FITC phosphopeptide, fluorescence polarization; 360,000 compounds, 2.8% hits; P53350; Potency, µM, for the others: max response, negative = inhibition, most hits filed as inhibitors; also: potency is read from the fitted curve at half-maximal effect; series mostly up to about 57 µM; % is scaled to controls: 0 for no effect and ±100 for the full control effect; nearly all actives have a fitted effect of over 65% in size
Target sequence (P53350 whole entry, looked up, the tested form may be a part): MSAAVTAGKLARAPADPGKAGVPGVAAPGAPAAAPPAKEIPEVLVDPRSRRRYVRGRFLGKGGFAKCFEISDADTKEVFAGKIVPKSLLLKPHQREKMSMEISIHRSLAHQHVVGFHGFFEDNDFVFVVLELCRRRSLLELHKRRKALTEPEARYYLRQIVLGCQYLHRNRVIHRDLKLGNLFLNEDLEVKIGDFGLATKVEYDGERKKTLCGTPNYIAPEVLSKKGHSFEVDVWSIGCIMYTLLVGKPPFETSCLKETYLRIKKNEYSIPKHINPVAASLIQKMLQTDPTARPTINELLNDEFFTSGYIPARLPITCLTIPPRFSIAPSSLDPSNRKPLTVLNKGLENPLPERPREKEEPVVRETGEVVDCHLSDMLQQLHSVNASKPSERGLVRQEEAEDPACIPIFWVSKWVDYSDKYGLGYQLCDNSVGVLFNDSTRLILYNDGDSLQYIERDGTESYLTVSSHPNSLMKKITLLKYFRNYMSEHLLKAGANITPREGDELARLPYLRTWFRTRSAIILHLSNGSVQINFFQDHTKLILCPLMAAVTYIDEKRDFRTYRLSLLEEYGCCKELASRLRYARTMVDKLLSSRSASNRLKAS
CCT modulator: modulators of cytosolic chaperonin (CCT/TRiC) activity | activity change, % (no concentration beside the values), hits read low | AID 651819 | 360,000 compounds, 0.3% hits | purified chaperonin ATPase assay, HTRF ADP detection, 30 min; in the data active = activity change below about -30%; also: % is scaled to controls: 0 for no effect and ±100 for the full control effect
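Enzyme 40 or 20 nM (batch-dependent) in Tris pH 7.4/KCl/MgCl2/DTT; cpd 76 uM single point; ATP 10 uM; 30 min 37 °C; Transcreener ADP HTRF detection, 30 min RT; ratio 665/615.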
EPAC1 agonist: agonists of human EPAC1; Potency, µM (series often up to 154 µM), for inactives: at the top dose activation, usual class: activators; AID 720707; 360,000 compounds, 0.073% hits; O95398; EPAC1 agonist qHTS, biochemical assay; response scale: 100% = response to 6.5 mM cAMP; also: potency is read from the fitted curve at half-maximal effect; nearly all actives have a fitted effect of over 60% in size
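Fluorescent GDP-exchange assay: 100 nM EPAC1 with 250 nM Rap1B preloaded with BODIPY-GDP and 50 uM GDP; compounds tested as concentration series, 5 min at room temperature, then read every 5 min for 30 min (ex 480/em 540 nm); normalized to 6.5 mM cAMP.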
EPAC2 agonist: EPAC2 (human) agonism. EPAC2 activation, biochemical qHTS; response scale: 100% = 6.5 mM cAMP response. Potency, µM (doses to about 154 µM), without a hit: at the highest dose activation, actives largely listed as activators. 360,000 compounds, 0.079% hits. AID 720711; also: potency is read from the fitted curve at half-maximal effect; nearly all actives have a fitted effect of over 50% in size
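Guanine nucleotide exchange by EPAC2 is measured as reduced fluorescence of BODIPY-GDP once it is released from 250 nM Rap1B. Plates are read kinetically for 30 min at room temperature; results are scaled to 6.5 mM cAMP.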
* = called active by the depositor; ? = inconclusive; . = no result given; & = joins results of further samples; [ ] = another dose, or the depositor's remark. Unless noted, calls follow the shape of the dose curve; as a rule, active = well fitted curve in the direction sought with a large enough effect; inconclusive = small, poorly fitted or top-dose-only effect, or another doubt; inactive = no such curve, though single readings can be large; an effect the other way counts as inactive or inconclusive.

SMILES	EPAC1 antagonist	WRN inhibitor	PI5P4Ka inh	IL2 activator	PLK1 PBD inh	CCT modulator	EPAC1 agonist	EPAC2 agonist
Cc1cc(C)cc(N(C(=O)c2ccccn2)C(C(=O)NC2CCCCC2)c2cccs2)c1 (stereo not drawn)	4.5%	-1.9%	.	-2.6	-9.5%	-4.2	6.3%	2.8%
COC(=O)C(C(=O)N1CCN(C)CC1)C1CCCCCC1 (stereo not drawn)	13.1%	-8.5%	4.5	1.9	-0.3%	-2.2	-7.3%	1.5%
O=C(NC1CCCCC1)C(CCc1ccccc1)N1CCOCC1 (stereo not drawn)	6.3%	-0.1%	-4.6	0.4	0.3%	-5.2	-12.5%	6.6%
CCN(CC)CCCNC(=O)c1cc(-c2cccc(Cl)c2)on1	-0.2%	4.6%	.	-2.9	-10.2%	-5.9	1.7%	13.7%
CC(C)c1ccccc1NC(=O)CNC(C)c1ccc(F)cc1 (stereo not drawn)	-4.6%	-3.1%	4.0	0.3	2.8%	-0.2	0.1%	5.0%
Cc1ccccc1-c1nc(CN2CCC(C(=O)NC3CCCCC3)CC2)c(C)o1	-23.1%	-0.9%	2.4	-2.9	-7.1%	-3.0	-5.9%	3.2%
COc1cc(NC(=O)c2noc3c2CCC3)c(OC)cc1Cl	-6.4%	?	.	-1.7	?	-1.8	4.1%	-8.9%
O=C(Nc1c(Cl)ccc2nsnc12)c1ccco1	3.0%	-13.1%	0.2	0.2	-26.0%	-9.2	-8.1%	0.4%
CC[C@@H](C)[C@@H]1CN([C@@H](CN2CCC[C@H]2CN2C(N)=NC[C@H]2CC(C)C)C(C)C)C(=N)N1CCCC1CCCC1	-20.9%	-9.4%	4.7	0.2	-11.4%	-2.7	-9.0%	6.0%
O=C(NCc1cccnc1)NC(C(F)(F)F)C(F)(F)F	13.5%	5.2%	3.3	0.8	-2.3%	-0.9	-8.0%	-10.5%
Cc1cccc(N2CCN(Cc3nc(-c4ccc(F)cc4F)oc3C)CC2)n1	-20.4%	5.2%[57.1 µM]	-5.1	3.0	5.3%	3.1	0.3%	-8.2%
COc1cc2c(cc1OC)/C(=C/C#N)NC(C)(C)C2	-27.6%	3.5%	0.6	-0.8	-10.7%	-0.3	1.2%	7.0%
CC(C)(C)CC(=O)O/N=C(\N)c1ccccn1	-2.7%	-12.2%[57.1 µM]	-7.4	-1.1	-2.6%	1.6	-5.1%	-1.9%
CC(NC(=O)C(c1ccccc1)c1ccccc1)c1ccc(S(N)(=O)=O)cc1 (stereo not drawn)	18.5%	9.6%	0.4	-0.1	-1.6%	0.8	2.6%	4.3%
N#CCSc1nc2ccccc2c(=O)n1CCC(=O)NCCc1ccccc1	4.5%	-11.8%	4.1	1.2	-0.9%	0.3	3.1%	3.1%
COc1cccc(Cn2c(-c3nonc3N)nc3ccccc32)c1	-1.2%	-0.1%	-4.4	-0.6	3.1%	-3.7	12.0%	10.0%
Cc1c(C(=O)N2CCC(n3nccc3NC(=O)C3CC3)CC2)[nH]c2ccc(Cl)cc12	?	-10.9%	0.8	-5.5	?	0.3	3.2%	7.6%
CCOc1ccc(-c2csc(NC(=O)c3ccco3)n2)cc1	-24.2%	-2.2%	1.9	-0.3	-5.7%	0.5	-1.7%	10.8%
CC(C)c1nc(SCC(=O)N2CCOCC2)c2c(=O)n(C)c(=O)n(C)c2n1	3.7%	2.5%	2.0	0.4	-3.7%	0.1	-11.4%	-1.5%
O=C(NNC(=O)c1ccc(Cl)c([N+](=O)[O-])c1)c1ccncc1	?	-0.2%	-7.5	1.1	-13.3%	-1.3	7.1%	11.5%

A stretch of the results above, as a working copy:
SMILES	EPAC1 antagonist	WRN inhibitor	PI5P4Ka inh	IL2 activator	PLK1 PBD inh	CCT modulator	EPAC1 agonist	EPAC2 agonist
CC(C)c1nc(SCC(=O)N2CCOCC2)c2c(=O)n(C)c(=O)n(C)c2n1	3.7%	2.5%	2.0	0.4	-3.7%	0.1	-11.4%	-1.5%
O=C(NNC(=O)c1ccc(Cl)c([N+](=O)[O-])c1)c1ccncc1	?	-0.2%	-7.5	1.1	-13.3%	-1.3	7.1%	11.5%

The listing picks up with the 2 entries that preceded the break.
SMILES	EPAC1 antagonist	WRN inhibitor	PI5P4Ka inh	IL2 activator	PLK1 PBD inh	CCT modulator	EPAC1 agonist	EPAC2 agonist
CC(C)c1nc(SCC(=O)N2CCOCC2)c2c(=O)n(C)c(=O)n(C)c2n1	3.7%	2.5%	2.0	0.4	-3.7%	0.1	-11.4%	-1.5%
O=C(NNC(=O)c1ccc(Cl)c([N+](=O)[O-])c1)c1ccncc1	?	-0.2%	-7.5	1.1	-13.3%	-1.3	7.1%	11.5%
Cc1c(NS(=O)(=O)c2cc(C(=O)NCCN(C)C)ccc2Cl)c(=O)n(-c2ccccc2)n1C	-7.2%	-16.5%	-7.3	-2.2	-2.4%	-0.7	-4.7%	2.9%
Cc1cccc(NC(=S)N2CCN(C(=O)c3ccco3)CC2)c1	-4.4%	1.5%	-3.9	-0.4	3.0%	-0.6	-8.1%	5.8%
O=C(O)c1ccccc1NS(=O)(=O)c1cccc(NS(=O)(=O)c2cc(Br)ccc2Br)c1	-29.5%	-34.6%	-25.3	0.1	?	2.3	-14.5%	-5.5%
CC1=C(C(=O)N2CCCCCC2)CC(CC(=O)NCC2CCCCC2)C(=O)N1Cc1ccccc1 (stereo not drawn)	-2.1%	-12.1%	3.7	-0.2	4.9%	1.6	-1.5%	2.5%
O=C(CCCn1c(=S)[nH]c2ccccc2c1=O)NCCSCc1ccccc1	-23.4%	-5.7%	2.0	0.7	-13.6%	0.3	-18.7%	-0.2%
O=C(COC(=O)c1nc(Cl)ccc1Cl)NC1CCCCCC1	5.2%	3.0%	3.5	0.1	-1.6%	2.2	-1.4%	6.8%
N/C(=N\OC(=O)c1ccco1)c1ccccn1	2.6%	-10.3%	-13.2	-2.5	2.8%	1.5	4.6%	8.3%
CCOC(=O)C1CCN(C(=O)C2CC(=O)N(c3ccc4c(c3)OCCO4)C2)CC1 (stereo not drawn)	14.6%	9.0%	5.4	1.1	-1.1%	-0.7	4.2%	1.6%
C=CCOc1ccccc1CNCCc1ccc(S(N)(=O)=O)cc1	2.4%	4.8%	-4.0	-2.2	-6.7%	-0.5	1.3%	7.0%
Cc1ccccc1CC(=O)Nc1ccon1	-6.1%	-5.1%	3.7	-0.3	-5.4%	-0.2	-3.3%	4.0%
COc1ccc(N2C(=O)C(Cl)=C(Nc3ccccc3OC)C2=O)cc1	3.8%	-9.9%	-1.6	2.2	1.7%	0.3	-3.5%	-1.5%
COC(=O)c1[nH]c2cccc(OC)c2c1NC(=O)CCN1CCN(c2ccccc2OC)CC1	2.3%	12.9%	.	5.2	-5.1%	1.3	6.4%	5.3%
O=C(NCSc1ccccc1)c1ccccc1	-22.2%	2.7%	5.2	-0.3	23.8µM*	0.8	-1.4%	8.3%
Cc1cccc(N2CCN(C(=O)CCc3nc4ccccc4c(=O)[nH]3)CC2)c1C	-1.5%	-4.4%	3.2	1.3	1.9%	0.5	1.0%	-2.0%
CCC(C)(C)NC(=O)CN(Cc1ccc2c(c1)OCO2)C(=O)CCC(=O)Nc1ccccn1	-0.6%	-2.4%	9.8	-0.2	2.3%	-0.5	-2.6%	-1.0%
CC(C)(C)c1ccc(C(=O)NNC(=O)Cc2ccccc2)cc1	-6.6%	42.9%[activator]	.	-1.6	-8.4%	1.3	11.4%	-13.9%
O=C(Nc1ccccn1)C1CCN(S(=O)(=O)c2ccc(Cl)cc2)CC1	2.8%	-0.1%	1.3	0.2	1.9%	1.7	1.1%	-0.2%
CCN1CCN(Cc2ccc(NC(=O)c3cc(NC(=O)c4cncc(-c5ccc(C#N)cc5)c4)cc(OC)c3)cc2C(F)(F)F)CC1	1.1%&2.3%	17.7%&6.5%	?	-3.7&-0.5	-8.9%&-5.7%	-0.6&1.7	11.4%&2.7%	?
O=C1CN(C(=O)COc2ccccc2)CCN1	4.9%	1.2%	0.2	0.5	0.8%	-1.1	-9.5%	4.1%
CC(NC(=O)/C(=C/c1cccc([N+](=O)[O-])c1)NC(=O)c1ccco1)C(=O)O (stereo not drawn)	-12.2%	-15.9%	-2.4	-0.3	-13.4%	-0.7	4.0%	4.5%

Quoted from the listing:
PI5P4Ka inh result of O=C(Nc1ccccn1)C1CCN(S(=O)(=O)c2ccc(Cl)cc2)CC1 : 1.3
IL2 activator result of CC(C)c1ccccc1NC(=O)CNC(C)c1ccc(F)cc1 (stereo not drawn) : 0.3
EPAC1 agonist result of CCOc1ccc(-c2csc(NC(=O)c3ccco3)n2)cc1 : -1.7%
EPAC1 antagonist result of O=C(NCc1cccnc1)NC(C(F)(F)F)C(F)(F)F : 13.5%

Results in CCT modulator, for 3 of the compounds above:
SMILES | CCT modulator
Cc1c(NS(=O)(=O)c2cc(C(=O)NCCN(C)C)ccc2Cl)c(=O)n(-c2ccccc2)n1C | -0.7
COc1ccc(N2C(=O)C(Cl)=C(Nc3ccccc3OC)C2=O)cc1 | 0.3
O=C(Nc1ccccn1)C1CCN(S(=O)(=O)c2ccc(Cl)cc2)CC1 | 1.7

(listing goes on)
SMILES	EPAC1 antagonist	WRN inhibitor	PI5P4Ka inh	IL2 activator	PLK1 PBD inh	CCT modulator	EPAC1 agonist	EPAC2 agonist
CN(CCCNC(=O)c1cc2c(Cl)nc3ccccc3c2s1)Cc1ccccc1	-16.7%	20.7%	7.4	-0.6	-6.8%	-4.1	-2.6%	3.3%
Nc1ncc(C(=O)O)c(-c2ccccc2)n1	9.8%	3.7%	11.2	-1.0	5.3%	0.9	-5.1%	20.6%
CCCCNCc1cc(Br)c(OCc2cccs2)c(OC)c1	-6.2%	-2.1%	13.9	-0.1	-1.3%	-6.3	0.0%	1.3%
Cc1cccnc1NC(=S)Nc1ccc(F)cc1F	14.7%	-5.5%	-2.1	1.1	?	-3.7	-4.1%	2.5%
Cc1ccc(-n2sc3cc(F)ccc3c2=O)c(C)c1	-5.5%	-7.0%	-87.2*	-0.7	2.99µM*	-23.1	-1.7%	2.2%
COC(=O)c1cc2sc(Cl)cc2n1Cc1nc(-c2ccccc2)oc1C	-3.7%	0.4%	-0.5	0.8	-1.5%	-0.5	4.3%	3.3%
CC1CCCN(C(=O)c2cccc(S(=O)(=O)N3CCCC3)c2)C1 (stereo not drawn)	3.5%	10.0%	3.2	1.5	0.7%	-0.7	-5.6%	6.2%
CCc1nc2c(OCC(N)=O)cccn2c1N(C)C(=O)C(C)C	-6.6%	1.1%	2.5	0.3	-1.5%	-2.1	-19.7%	5.8%

The list is partial (hit frequency here may not be typical).
